Screens deposited in PubChem BioAssay by several laboratories.
Wnt bcat act: Wnt/beta-catenin pathway activation; Wnt/beta-catenin reporter cell assay, activator, plate reader; activation, % at 9.35 µM; 1.2% of 300,000 active; AID 743398; in the data active = activation above about 30%, passing the limit was not always enough; inconclusive = no clear call, values can overlap the other calls;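 note: 0% = neutral control wells and 100% = positive control wells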
Pemphigus Ab inh: human desmoglein-3 autoantibody binding inhibition | binding (percent of control), % at 10 µM | P32926 | DSG3-coupled beads, scFv-anti-DSG3-GFP binding, flow cytometry; stronger effect = lower value | AID 588358 | 0.48% of 310,000 active;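 active = binding more than 3 SD below its plate's average and above zero; inconclusive = below that plate limit but binding exactly zero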;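 note: hits lower antibody fragment binding to DSG3; some compounds called inactive have numbers as strong as hits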
Keap1-Nrf2 PPI: Keap1-Nrf2 (human) interaction inhibition. Q14145. Keap1 Kelch-Nrf2 peptide fluorescence polarization, 1536-well. inhibition, % at 9.4 µM. 0.15% of 340,000 active. AID 504523; in the data active = inhibition above about 12%; inconclusive = no clear call, values can overlap the other calls; inactive = below about 7.3%;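 note: human Keap1 Kelch domain with fluorescein labeled Nrf2 9mer peptide probe; 0% = neutral control wells and 100% = peptide positive control; higher means more block of Keap1 binding to Nrf2 peptide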
OPRM1-OPRD1 inv: inverse agonists of human mu-delta opioid receptor heterodimerization | cell-based MOR-DOR heterodimer luminescence, inverse agonism | AID 504357 | inhibition, % at 9.3 µM | 0.21% of 340,000 active; in the data active = inhibition above about 22%, passing the limit was not always enough;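 note: 0% = cells with DMSO and 100% = wells without cells with DMSO; values of inactives mirror those of a sister screen read the other way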
Target sequence (P35372 whole entry, looked up): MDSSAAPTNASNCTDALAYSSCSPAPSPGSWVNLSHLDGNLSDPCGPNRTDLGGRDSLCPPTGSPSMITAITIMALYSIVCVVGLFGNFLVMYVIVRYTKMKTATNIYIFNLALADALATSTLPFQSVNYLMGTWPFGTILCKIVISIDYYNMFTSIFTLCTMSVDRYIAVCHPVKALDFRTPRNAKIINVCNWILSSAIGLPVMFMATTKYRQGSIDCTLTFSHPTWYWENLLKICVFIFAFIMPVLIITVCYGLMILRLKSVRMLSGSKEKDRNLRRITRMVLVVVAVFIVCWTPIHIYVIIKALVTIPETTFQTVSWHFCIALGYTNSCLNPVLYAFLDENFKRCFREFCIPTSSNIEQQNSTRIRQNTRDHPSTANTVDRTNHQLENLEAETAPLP
Target sequence (P41143 whole entry, looked up): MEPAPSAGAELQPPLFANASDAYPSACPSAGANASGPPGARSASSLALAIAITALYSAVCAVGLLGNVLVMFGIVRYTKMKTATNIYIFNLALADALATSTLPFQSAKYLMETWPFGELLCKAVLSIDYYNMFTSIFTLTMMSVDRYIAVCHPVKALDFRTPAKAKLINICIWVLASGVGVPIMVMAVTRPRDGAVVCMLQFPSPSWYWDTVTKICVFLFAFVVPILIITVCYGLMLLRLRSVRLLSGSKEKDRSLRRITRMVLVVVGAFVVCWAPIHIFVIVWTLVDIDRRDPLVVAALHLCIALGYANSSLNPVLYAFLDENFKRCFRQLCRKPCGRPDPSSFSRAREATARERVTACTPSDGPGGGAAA
cardiac RTF act: increases calcium sensitivity of human cardiac regulated thin filaments; P19429+P45379; AID 493008; IANBD-labeled TnC RTF fluorescence at EC20 calcium; 0% EC20 calcium, 100% full calcium; 0.24% of 340,000 active; activation, % at 7.2 µM;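 active = activation above the mean over all tested compounds plus 3 SD, cut at about 30% in these data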;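 note: rise in fluorescence read as greater calcium sensitivity of cardiac thin filaments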
V-ATPase pH: regulators of yeast V-ATPase proton transport; response, % at 10 µM; AID 504577; 0.37% of 350,000 active; S. cerevisiae, pHLuorin cytosolic pH fluorescence; in the data active = response mostly above about 7.3%, no sharp cut-off; inactive = mostly below about 5.4%; note: actives read high; inactives centre near 0; some compounds called inactive have numbers as strong as hits; reference of the scale not given here
MOR-DOR ag: agonists of human mu-delta opioid receptor heterodimerization | AID 504326 | cells, OPRM1-OPRD1 heterodimerization, luminescence | P35372+P41143 | activation, % at 9.3 µM | 0.3% of 340,000 active; in the data active = activation above about 18%;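 note: 0% = vehicle-treated cells and 100% = reference agonist; values of inactives mirror those of a sister screen read the other way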
LANA DNA inh: blocks KSHV LANA C-terminal domain binding to DNA; MBP-C-LANA/FAM-LBS DNA binding, fluorescence polarization; inhibition, % at 9 µM; 0.078% of 340,000 active; AID 504423;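 active = highest replicate inhibition at or above 60% at 9 µM, even if other replicates fall short; inactive = all replicates below 60% inhibition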;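 note: 0% = neutral control wells and 100% = 4 µM acridine orange control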
Arr AP2 block: blocks beta-arrestin peptide binding to AP2 adaptin | AID 504490 | 0.31% of 340,000 active | FITC-arrestin peptide / GST-AP2 beads, flow cytometry; AP2 beta2 appendage carries R879A mutation | inhibition, % at 10 µM;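 active = inhibition above a set limit, near 3 SD of compounds lacking own fluorescence, cut at about 54% in these data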;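 note: plate controls were DMSO wells for no effect and 5 µM unlabelled arrestin peptide for full effect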
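System: GST-AP2 R879A glutathione beads; medium: PBS, Tween 20 0.05%, BSA 0.1%; reagent: fluorescein-tagged arrestin peptide at 50 nM final; schedule: pre-incubation 12 min, peptide binding 1 h, room temperature; detection: flow cytometry, FL1 (488/535 nm); read-out: inhibition as reduced fluorescein signal on beads, percent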
Cardiac RTF inh: cardiac RTF calcium desensitization | IANBD-labeled cardiac RTF, Ca2+ fluorescence | inhibition, % at 7.15 µM | 0.12% of 340,000 active;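 active = inhibition above the mean inhibition of all tested compounds plus 3 SD, cut at about 17% in these data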;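 note: assay run at fixed EC70 calcium of 1.6 mM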
An asterisk follows results filed as active; ? = inconclusive; . = not tested or not shown.

SMILES | Wnt bcat act | Pemphigus Ab inh | Keap1-Nrf2 PPI | OPRM1-OPRD1 inv | cardiac RTF act | V-ATPase pH | MOR-DOR ag | LANA DNA inh | Arr AP2 block | Cardiac RTF inh
O=C(CN1C(=O)NC2(CCc3ccccc32)C1=O)c1ccc(F)cc1 (centres undefined) | 1 | 112 | -3 | 1 | -5 | -2 | -0.2 | 1.1 | -5 | -14
Cc1noc(C)c1CSc1ccc2ccccc2n1 | . | 95 | 0 | 11 | 2 | 1 | -2.0 | 0.1 | -12 | -5
O=C(c1ccc(F)cc1)N1CCN(c2ccc([N+](=O)[O-])c(N3CCCCC3)c2)CC1 | . | 105 | -1 | -8 | -1 | 0 | 1.4 | 1.0 | 0 | 3
CCOc1ccc(S(=O)(=O)N2CCN(C(=O)C3CSC4(C)CCC(=O)N34)CC2)cc1 (centres undefined) | 0 | 104 | -8 | 12 | 7 | -2 | -3.0 | 0.1 | -5 | 0
Cc1ccc(-n2cc(CCCCCCCCC(=O)O)nn2)cc1 | 0 | 98 | -4 | 9 | -1 | 5 | -1.6 | -1.1 | -3 | -4
CC(=O)Nc1nc(-c2ccc3c(c2)CCN3S(C)(=O)=O)cs1 | 5 | 92 | -6 | 6 | 7 | -1 | -1.2 | -0.6 | 5 | -11
CNC(=O)C1CC(=O)N(c2ccc(OCC(=O)NCc3ccccc3)cc2)C1 (centres undefined) | 0 | . | -6 | 15 | 0 | -3 | -2.5 | 1.5 | -8 | -4
O=c1[nH]c(-c2ccco2)nc2sc3c(c12)CCCC3 | 39* | 105 | -7 | 6 | -5 | 1 | -1.3 | -0.1 | 0 | -5
COc1cccc(COC(=O)Nc2ccccc2F)c1 | 25 | 104 | -7 | 12 | 3 | 2 | -2.1 | -0.3 | 9 | -6
Cc1ccc(-c2noc(-c3ccccc3C(=O)N3CCCC3)n2)cc1 | . | 105 | -3 | -3 | 4 | -4 | 0.5 | -0.7 | 4 | -2
COc1ccc(C(=O)/C=C/C(=O)N(CC(=O)NC2CCCCC2)CC2CCCO2)c(O)c1 (centres undefined) | 5 | 95 | -48 | 33* | -1 | 7 | -6.4 | -0.9 | -1 | 3
CC1CC(C)CN(C(=O)Cn2c(=O)n(CCCC(=O)NCc3ccco3)c(=O)c3sccc32)C1 (centres undefined) | 0 | . | -2 | 10 | -9 | 8 | -1.6 | -0.8 | 32 | -13
CCOC(=O)CN/C=C(\C#N)c1ccccc1 | -5 | 89 | -6 | -1 | 11 | 1 | 0.2 | -0.7 | 7 | -7
Cc1nn(C)c(C(=O)Nc2ccc(Cn3cccn3)cc2)c1[N+](=O)[O-] | . | 99 | 0 | 6 | -2 | -2 | -1.2 | -1.3 | 5 | -5
COc1ccc(-n2c(O)c(C=Nc3ccccc3)c3ccccc3c2=O)cc1 | -7 | 106 | 0 | 4 | -2 | -10 | -0.7 | -1.4 | 18 | -5
CCN(CC)Cc1c(O)ccc2c(=O)c(Oc3ccccc3OC)c(C)oc12 | -1 | 92 | -3 | 12 | 5 | -5 | -2.3 | 0.7 | 43 | 2
COc1cccc(OCc2cc(C(=O)N(C)C3CC(C)(C)NC(C)(C)C3)no2)c1 | -1 | 97 | -4 | 11 | 5 | -2 | -2.1 | 0.4 | -12 | -4
CCCCC(=O)Nc1nnc(CCOC)s1 | -3 | 88 | -2 | -19 | 0 | -2 | 2.6 | 3.3 | 1 | -6
COc1cccc(C(=O)N2CCC(n3nccc3NC(=O)C(OC)c3ccccc3)CC2)c1 (centres undefined) | -1 | . | 1 | 4 | 2 | -1 | -0.7 | -0.2 | -15 | 1
CCCCOCCO | -2 | 97 | -2 | 14 | -9 | 1 | -2.8 | 0.7 | 4 | -1
CCN1C(=O)NC(c2cccnc2)C(C(=O)OC)=C1C (centres undefined) | . | 102 | -3 | -9 | -2 | 0 | 1.4 | -0.2 | -5 | -15
O=C(CCn1c(=S)oc2ccccc21)Nc1ccccc1F | -15 | 104 | 2 | 12 | -7 | -4 | -2.3 | -1.3 | 1 | -12
COc1ccc(S(=O)(=O)N2CCCCC2)cc1NC(=S)Nc1ccccc1 | . | 98 | -2 | 4 | -4 | 0 | -0.7 | -0.7 | 9 | -5
COc1ccc2ccccc2c1/C=N/NC(=O)c1nnn(-c2nonc2N)c1C(C)C | 0 | . | -2 | -45 | -1 | 5 | 8.9 | 0.9 | -9 | -2
CCOC(=O)C1CCN(S(=O)(=O)c2ccc(Cl)cc2OC)CC1 | . | 100 | -3 | 6 | 1 | 1 | -1.2 | -0.2 | 4 | -6
COc1ccc(N/C(N)=N/c2nc(C)c(Cc3ccccc3)c(=O)[nH]2)cc1 | -1 | 122 | -4 | 7 | -4 | 3 | -1.5 | -3.1 | 14 | -1
Cc1cc(C(=O)OCC(=O)N(C)C2CCS(=O)(=O)C2)c(C)n1-c1ccccc1 (centres undefined) | -1 | 101 | 8 | 1 | 0 | 3 | -0.1 | -1.0 | 11 | -5
CCN1C(=O)[C@H]2[C@@H](c3ccc(C)cc3)N3C(=O)N(c4cccc(Br)c4)C(=O)[C@@]3(CC(C)C)[C@H]2C1=O | -1 | 105 | -2 | -8 | -5 | 1 | 1.4 | 0.4 | -2 | 6
Cc1cc(C)cc(-n2c(=O)c3ccccc3n(CC(=O)NCC3CCCO3)c2=O)c1 (centres undefined) | -3 | 102 | -2 | 21 | 4 | 1 | -4.0 | -1.0 | -5 | 4
Cc1cc(S(=O)(=O)NCc2cccnc2)ccc1F | 2 | 97 | -4 | 20 | -5 | 4 | -4.2 | 2.9 | 7 | -9
Cc1nn(CCC(=O)N2CCN(S(=O)(=O)c3ccc(Cl)cc3)CC2)c(C)c1C | 0 | . | 4 | 5 | 3 | -1 | -0.9 | 0.6 | -11 | -8
CC1CCN(C(=O)CNC(=O)Cc2ccccc2)CC1 | 1 | 105 | 0 | 4 | -2 | -1 | -0.8 | -0.8 | 8 | -1
O=C(NC(=S)Nc1ccc2[nH]c(=O)[nH]c2c1)c1ccccc1Cl | -3 | 102 | -4 | 7 | 0 | 2 | -1.4 | 0.2 | -11 | -10
CN(C)CCCNC(=O)c1ccc(CN(c2ccccc2)S(C)(=O)=O)cc1 | . | 106 | 1 | 15 | 8 | 4 | -2.5 | -0.6 | -3 | -4
Cc1ccccc1NC(=O)c1ccc(COc2ccc3c(C)cc(=O)oc3c2)cc1 | 0 | 96 | 3 | -56 | 1 | 0 | 7.8 | -0.1 | 0 | -9
CCOC(=O)/C(C#N)=C1/C=CNC(=O)N1 | -2 | 95 | 0 | 9 | 0 | -3 | -1.7 | 1.1 | 30 | 3
C/C(=N\NC(=O)c1c(Cl)c(C)nn1C)c1ccc(NC(=O)C2CCC2)cc1 | 0 | 105 | 4 | 12 | -6 | 0 | -2.3 | -0.1 | 22 | -9
COc1ccc(N/C(=N/c2nc(C)cc(C)n2)NC(=O)c2ccccc2)cc1 | -2 | . | -2 | 19 | -1 | 0 | -3.8 | 0.5 | -20 | -2
CCCNC(=O)OCc1cccnc1Sc1ccc(C)cc1 | 5 | 98 | 1 | 0 | -3 | 0 | 0.1 | 2.6 | 9 | 0
CCOc1ccccc1OCC(=O)Nc1ccc2[nH]c(=O)[nH]c2c1 | -4 | 101 | -1 | 0 | 0 | -1 | 0.1 | 1.6 | -8 | -5
CS(=O)(=O)c1ccc(N2CCN(S(=O)(=O)c3cccs3)CC2)c([N+](=O)[O-])c1 | 2 | 99 | -5 | 15 | 1 | -6 | -3.9 | 1.1 | -1 | -2
Cc1ccc2[nH]c3c(c2c1)CN(C(=O)CN(C)CC1OCCO1)CC3 | . | 102 | 4 | 8 | 4 | -1 | -1.8 | 9.0 | -5 | -14
COc1ccc(-c2noc(CCCCC(=O)N3CCN(c4cc(C)ccc4C)CC3)n2)cc1 | -3 | 112 | -4 | -9 | -10 | 1 | 2.0 | 0.9 | 32 | -1
O=C(CSc1n[nH]c(-c2cccs2)n1)N1CCCC1 | 4 | . | 6 | 0 | -1 | -6 | -0.1 | -6.3 | 38 | 2
NC(=O)C1=C[C@@H](c2ccccc2)C[C@@H](OCCCCO)O1 | -5 | 99 | 1 | 5 | -6 | 4 | -0.8 | -0.1 | 12 | -6
CN1CCN(S(=O)(=O)c2ccc3[nH]c(=O)oc3c2)CC1 | -2 | 90 | 3 | 16 | -4 | -2 | -2.9 | 0.0 | 31 | 2
Cc1ccc(NC(=O)CCN2CCc3ccccc3C2)cc1 | 3 | 104 | 1 | -6 | -5 | 4 | 1.1 | 0.9 | 2 | -3
CCOC(=O)n1ccc(C(=O)Nc2ccccc2F)n1 | . | 98 | -3 | 6 | -4 | -1 | -1.2 | 0.6 | 39 | -3
Cc1ccc(-c2nn[nH]n2)o1 | . | . | -4 | 9 | 4 | -1 | -1.7 | -0.9 | 0 | -3
C[C@@H]1O[C@@H](O[C@H]2[C@H](O)[C@@H](O)[C@H](Oc3c(-c4ccc(O)c(O)c4)oc4cc(O)cc(O)c4c3=O)O[C@@H]2CO)[C@H](O)[C@H](O)[C@H]1O | -2 | 100 | . | 15 | 3 | 10 | -2.8 | 4.3 | 0 | 6
Cc1ccc(C(=O)NC2CCCc3ccccc32)cc1[N+](=O)[O-] (centres undefined) | 0 | 112 | ? | 5 | -4 | 2 | -0.9 | 0.7 | 14 | -6
CC(C)(C)OC(=O)[C@H](Cc1ccccc1)NC(=O)c1[nH]cnc1C(=O)Nc1cccc(Cl)c1 | -6 | 103 | -1 | 14 | -8 | 3 | -3.0 | 1.1 | 0 | 7
O=C(NCCc1ccc(F)cc1)N1CCOCC1 | 4 | . | 0 | 8 | 3 | 3 | -1.5 | 1.3 | -2 | -13
O=C(CSc1nc2sc3c(c2c(=O)n1-c1ccccc1)CCCC3)N/N=C/c1ccc(C(=O)O)cc1 | . | . | -3 | 7 | 1 | 1 | -1.4 | -1.0 | 10 | -5
CC(=O)Nc1ccc(NC(=O)CSc2ccc(-c3sc(C)nc3C)nn2)cc1 | -1 | 104 | -2 | -66 | 2 | -2 | 12 | -0.1 | -8 | 1
O=C(CCCc1nc2ccccc2s1)N1CCN(c2ccccc2)CC1 | 2 | 104 | 0 | 1 | 8 | 1 | -0.1 | -1.0 | 2 | -15
Cc1nonc1NC(=O)CSc1cn[nH]n1 | 1 | 99 | 1 | -2 | -1 | 0 | 0.2 | -0.4 | 24 | 4
